PAD4 FP inh: blocks human protein arginine deiminase 4; Q9UM07; recombinant PAD4, RCA probe fluorescence polarization; inhibition, % at 6.36 µM; 0.41% of 330,000 active;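 active = percent inhibition above a cutoff equal to the mean of all tested compounds plus 3 SD, cut at about 15% in these data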;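 also: 0% = PAD4 with RCA probe and DMSO and 100% = probe without PAD4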
PAFAH1B3 inh: blocks human PAF acetylhydrolase 1B catalytic subunit 3; recombinant PAFAH1B3, FP-rhodamine probe, fluorescence polarization; inhibition, % at 3.39 µM; 0.28% of 340,000 active; AID 492972;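 active = inhibition above the screen-wide average of all tested compounds plus 3 SD, cut at about 25% in these data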;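 also: 0% = enzyme with DMSO only and 100% = wells lacking PAFAH1B3 protein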
pPAFAH FP inh: pPAFAH (human) enzyme inhibition; Q13093; recombinant pPAFAH, FP-rhodamine probe fluorescence polarization; AID 463082; inhibition, % at 3.39 µM; 1.5% of 330,000 active;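 active = inhibition above the mean inhibition across the screen plus 3 SD, cut at about 25% in these data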;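 also: inhibitors block binding of the rhodamine activity-based probe so polarization drops; 0% = enzyme with DMSO and 100% = wells lacking pPAFAH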
Target sequence (Q13093 whole entry, looked up): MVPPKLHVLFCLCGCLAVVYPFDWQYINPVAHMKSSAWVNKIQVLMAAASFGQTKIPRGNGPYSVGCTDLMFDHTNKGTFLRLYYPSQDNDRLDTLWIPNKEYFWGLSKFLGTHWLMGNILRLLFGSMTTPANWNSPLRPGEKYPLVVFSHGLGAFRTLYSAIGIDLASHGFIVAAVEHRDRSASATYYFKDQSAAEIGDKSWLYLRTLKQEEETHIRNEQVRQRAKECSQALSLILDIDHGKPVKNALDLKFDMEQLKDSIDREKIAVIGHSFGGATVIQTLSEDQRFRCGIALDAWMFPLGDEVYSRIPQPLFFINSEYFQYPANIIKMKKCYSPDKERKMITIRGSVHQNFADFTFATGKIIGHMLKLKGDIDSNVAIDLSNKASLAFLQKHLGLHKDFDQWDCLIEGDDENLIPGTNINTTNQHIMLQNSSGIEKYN
PAFAH1B2 FP inh: inhibitors of human PAFAH1B2. recombinant PAFAH1B2, FP-rhodamine activity probe, fluorescence polarization. inhibition, % at 3.39 µM. 1.2% of 340,000 active;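 active = inhibition above the mean of all tested compounds plus 3 SD, cut at about 24% in these data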;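 also: 0% = enzyme with DMSO and 100% = wells lacking PAFAH1B2; many of its hits are not listed in these tables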
GSTO1 counter: GSTO1 inhibition, counter-screen for RBBP9 inhibitors. recombinant GSTO1, activity-based probe fluorescence polarization. 1.1% of 300,000 active. inhibition, % at 5.96 µM. P78417;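 active = inhibition above the campaign mean inhibition plus 3 SD, cut at about 35% in these data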;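 also: 0% = GSTO1-1 with DMSO and 100% = wells lacking GSTO1-1 enzyme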
LYPLA1 counter: LYPLA1 (human) inhibition in PME1 counter-screen | AID 2174 | inhibition, % at 5.9 µM | O75608 | recombinant LYPLA1, FP-Rh probe fluorescence polarization | 0.16% of 320,000 active;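 active = inhibition above the mean of all tested compounds plus 3 SD, set per campaign, cut at about 14% in these data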;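 also: inhibitors block serine hydrolase probe labeling of LYPLA1 so polarization falls; 0% = enzyme with DMSO and 100% = wells lacking LYPLA1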
Target sequence (O75608 whole entry, looked up): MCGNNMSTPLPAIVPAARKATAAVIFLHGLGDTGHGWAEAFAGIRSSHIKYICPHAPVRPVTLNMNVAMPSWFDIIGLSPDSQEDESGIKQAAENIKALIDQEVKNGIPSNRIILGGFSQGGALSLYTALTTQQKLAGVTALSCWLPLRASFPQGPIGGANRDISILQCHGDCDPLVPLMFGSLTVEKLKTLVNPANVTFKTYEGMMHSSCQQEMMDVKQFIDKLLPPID
PREPL inh: inhibits the human prolyl oligopeptidase-like enzyme. recombinant PREPL, fluorescence polarization activity-based probe. 0.68% of 320,000 active. Q4J6C6. inhibition, % at 5.96 µM; in the data active = inhibition above about 43%;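 also: 0% = enzyme with DMSO and 100% = wells lacking enzyme; many of its hits are not listed in these tables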
LYPLA2 counter: LYPLA2 (human) inhibition in PME1 counter-screen; O95372; recombinant LYPLA2, FP-Rh probe fluorescence polarization; inhibition, % at 5.9 µM; 0.38% of 320,000 active; AID 2177;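 active = inhibition above the screen-wide mean plus 3 SD, limit set per campaign, cut at about 26% in these data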;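 also: 0% = LYPLA2 with DMSO and 100% = wells lacking LYPLA2 enzyme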
PME-1 inh: blocks human protein phosphatase methylesterase 1; Q9Y570; recombinant PME-1, FP-Rh probe fluorescence polarization; inhibition, % at 5.9 µM; 0.53% of 320,000 active; AID 2130;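 active = inhibition above the campaign mean of all compounds plus 3 SD, cut at about 26% in these data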;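 also: competitive labeling of PME-1 active site by serine hydrolase directed probe; 0% = PME-1 with DMSO and 100% = wells lacking PME-1 enzyme; inhibitors block probe labeling so polarization falls and inhibition rises; many of its hits are not listed in these tables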
Target sequence (Q9Y570 whole entry, looked up): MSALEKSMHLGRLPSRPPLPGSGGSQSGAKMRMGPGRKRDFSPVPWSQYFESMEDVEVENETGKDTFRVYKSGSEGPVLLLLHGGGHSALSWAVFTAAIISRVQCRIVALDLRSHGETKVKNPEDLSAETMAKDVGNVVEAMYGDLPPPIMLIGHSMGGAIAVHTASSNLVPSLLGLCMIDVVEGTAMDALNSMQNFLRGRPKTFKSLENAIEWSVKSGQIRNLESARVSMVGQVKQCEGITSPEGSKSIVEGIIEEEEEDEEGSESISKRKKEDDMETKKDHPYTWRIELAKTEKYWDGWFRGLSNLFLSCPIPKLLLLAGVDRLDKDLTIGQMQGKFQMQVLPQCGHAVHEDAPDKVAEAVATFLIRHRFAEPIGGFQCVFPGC
* = called active by the depositor; . = no result given. A portion of the library; count on the stated rates, not on these rows.

Values in the order: PAD4 FP inh	PAFAH1B3 inh	pPAFAH FP inh	PAFAH1B2 FP inh	GSTO1 counter	LYPLA1 counter	PREPL inh	LYPLA2 counter	PME-1 inh
O=C(NCc1ccccc1)C1=C[C@@H](c2coc3ccccc3c2=O)C[C@@H](OCCCCO)O1
→ -2	5	0	1	7	-2	-7	10	-5
O=C(C1=NN(c2ccccc2)C(=O)CC1)N1CCc2ccccc2C1
→ -2	9	6	3	-4	-2	-1	2	-4
OCC1(CCOc2ccccc2)CCN(CC2=Cc3cc(Cl)ccc3OC2)CC1
→ 1	-1	5	-2	-4	13	-17	20	-7
Cc1ccc(NC(=O)CN(C)S(=O)(=O)c2cnc[nH]2)c(C)c1
→ -2	3	0	9	3	11	17	4	8
CCOC(=O)CN1C(=O)N[C@@H](CCc2ccccc2)[C@H](C(C)=O)[C@H]1C
→ -2	1	-1	5	8	-2	8	1	-3
CC1CCN(C2CC(=O)N(c3ccccc3)C2=O)CC1 (configuration not stated)
→ 5	5	2	2	-3	0	3	2	-5
COC(=O)Cn1c(=O)c2c(nc3n2CC(C)CN3c2ccc(C)c(C)c2)n(C)c1=O (configuration not stated)
→ -2	-2	-3	-1	1	3	43	3	4
O=C(COC(=O)CCc1ccccc1)NCc1ccc2c(c1)OCO2
→ 3	5	17	11	.	.	3	.	.
O=c1cc(-c2ccccc2)nc(N2CCN(Cc3ccc4c(c3)OCO4)CC2)[nH]1
→ 0	5	3	0	-15	-1	-3	-4	0
CC(C)CCNC(=O)C1CCCN1C(=O)NC1CCCCC1 (configuration not stated)
→ -5	0	5	9	14	2	4	7	1
CCC(C)n1c(=O)c2sccc2n2c(CCCC(=O)N3CCC(C(N)=O)CC3)nnc12 (configuration not stated)
→ -3	7	3	-1	-2	3	3	3	-2
COc1ccc(-c2cc(C)no2)cc1S(=O)(=O)N1CCN(c2ccc([N+](=O)[O-])cc2)CC1
→ -1	12	4	3	-9	4	-8	26	-2
COc1nc(-c2ccccc2)cc(C(F)(F)F)n1
→ 2	-9	1	1	1	4	4	5	3
CCN(CC)C(=O)CSc1nnc(-c2cnccn2)n1-c1ccc(C)cc1
→ -6	1	-1	2	-2	1	-2	-6	1
Cn1ncc(Cl)c1C(=O)Nc1ccc2c(c1)CCC2
→ -2	-3	2	-4	-2	0	-10	-2	0
CCCCN(C)CC(O)Cn1cc(/C=C/C(=O)c2ccc(OCC)cc2)c2ccccc21 (configuration not stated)
→ -2	.	1	.	-4	-2	30	2	-5
CC1CCc2c(sc3nc(CN4CCOCC4)nc(Sc4ccccc4)c23)C1 (configuration not stated)
→ -1	7	3	-1	-5	0	-6	3	0
O=C(C1CCN(c2nnc(-n3cccc3)s2)CC1)N1CCN(c2cccc(C(F)(F)F)c2)CC1
→ -4	-3	5	0	-5	1	34	6	-1
Cc1ccc(S(=O)(=O)N/N=C(\c2ccccc2)c2cccnc2)cc1
→ -2	5	4	4	3	-2	-7	4	-3
CC(=O)c1ccc2c(c1)OCCOCCOCCOCCOCCO2
→ 3	.	4	.	0	-2	5	3	-5
O=C(CCCOc1ccc(Cl)cc1Cl)N/N=C/c1cccc([N+](=O)[O-])c1
→ -1	-12	3	-6	-4	-1	-9	-2	-7
O=C(CCCCCN1C(=O)c2cccc3cccc(c23)C1=O)NCCO
→ -5	11	-1	7	11	5	21	5	0
CCc1noc(C)c1C(=O)Nc1ccccc1C(C)(C)C
→ 1	0	9	2	-6	1	3	5	0
O=C(Nc1ccccc1)C1CC(=O)N(c2ccc3c4c(cccc24)CC3)C1 (configuration not stated)
→ 3	-5	1	7	5	-3	4	3	7
Cn1cnc2c1c(=O)[nH]c(=O)n2Cc1ccccc1
→ -2	10	-1	5	-13	-4	4	-6	-6
CC(C)(C)n1nc(C2CC2)cc1NC(=O)Nc1ccc(Cl)cc1
→ 5	3	-1	5	-11	-2	4	-15	-8
Cc1cc(=O)oc2ccc(OCC(=O)O)cc12
→ 0	-4	5	-1	-3	0	-9	-3	4
O=C(NC[C@@H]1CC[C@@H](Cc2ccc(-c3ccccc3)cc2)O1)Nc1ccc(Br)cc1
→ -2	1	-7	0	.	.	.	.	.
CC(=O)c1c(C)[nH]c(C(=O)OCc2ccc([N+](=O)[O-])cc2)c1C
→ 2	0	4	-2	5	-2	1	1	2
C=CCOC(=O)/C(=C/c1ccco1)NC(=O)/C=C/c1ccccc1
→ -5	2	4	0	7	4	17	-1	0
O=C(Nc1ccccc1)c1c(F)cccc1F
→ 5	2	3	-2	-2	2	2	-5	7
COc1ccc(C2=NOC3(CC(=O)N(c4ccc(F)cc4)C3=O)C2)cc1 (configuration not stated)
→ 1	0	1	-4	-4	-3	-7	-12	-7
CC1=C(C(=O)OC(C)C)C(c2ccc(O)cc2)NC(=O)N1 (configuration not stated)
→ 0	10	1	3	-11	-1	2	-1	-5
O=C(CSc1nc2ccc(NC(=O)C3CCCCC3)cc2s1)NCC1CCCO1 (configuration not stated)
→ -2	6	1	2	-10	-2	-1	-3	9
CCCCNC(=O)c1ccc2c(SCC(=O)O)c3c(nc2c1)CCCC3
→ 3	10	6	3	-1	-1	-2	4	3
CCOC(=O)C(=O)/C(=C\N(C)C)c1onc(-c2c(F)cccc2Cl)c1C(=O)OC
→ -7	8	2	5	2	-1	-4	0	1
Clc1ccc(Sc2cc(N3CCOCC3)nc(-c3ccccc3)n2)cc1
→ -3	7	6	1	9	1	5	6	4
O=C(CSc1nc2ccccc2o1)c1ccc2c(c1)OCCO2
→ -1	1	0	9	6	0	9	11	-1
Cc1ccc2oc(=O)c3cc(C(=O)NCCN4CCN(C)CC4)sc3c2c1
→ -2	1	0	7	-2	-3	2	-1	0
Nc1ccc(N2CCCCC2)c2nonc12
→ 69*	10	2	4	92*	79*	12	90*	34*
CN(C(=O)COC(=O)c1cccnc1Nc1ccccc1F)C1CCS(=O)(=O)C1 (configuration not stated)
→ -2	-2	4	-2	4	-2	-5	-3	1
O=C(Nc1cccnc1)c1cccs1
→ 3	2	4	4	4	1	6	-1	1
CC(=O)OCCN(CCOC(C)=O)c1c(C)[nH]c(=O)[nH]c1=O
→ -1	9	6	4	3	1	7	-4	4
CC(C(=O)N1CCOCC1)c1ccc([N+](=O)[O-])cc1 (configuration not stated)
→ 3	-2	3	0	0	3	2	2	2
Cc1ccc(-c2nc(CS(=O)CC(=O)NCCC(C)C)c(C)o2)cc1 (configuration not stated)
→ 0	8	4	2	-1	1	2	-4	0
CCOc1cc(/C=C2\NC(=O)NC2=O)cc([N+](=O)[O-])c1O
→ 1	7	6	5	4	1	2	1	-7
O=C(CSc1nc(-c2ccc(Cl)cc2)[nH]c(=O)n1)Nc1cccc(Cl)c1
→ 1	.	-8	.	-45	-13	3	-6	-9
CCN(CC)c1ccc(NC(=O)c2cncc(Br)c2)cc1
→ 0	-5	2	-3	3	-1	8	-3	0
Cn1c(SCC(=O)NCC2CCCO2)nc2c(c1=O)SCC2 (configuration not stated)
→ 0	6	5	7	5	-3	2	2	-1
COc1ccc(C(=O)/C=C/c2cccs2)c(OC(=O)N2CCOCC2)c1
→ 0	7	4	-1	-3	-3	7	3	4
CCOc1ccccc1NC(=O)NC1(C(=O)N2CCOCC2)CCCCC1
→ 2	-3	-4	3	4	-1	12	-3	1
COc1cc(CC(=O)OCC(=O)c2c[nH]c3ccccc23)cc(OC)c1OC
→ 0	-3	7	4	.	-3	24	-1	6
Cc1ccc(C(=O)Nc2ccc(C(=O)O)cc2)cc1S(=O)(=O)Nc1cccc([N+](=O)[O-])c1
→ -2	3	2	2	-38	-5	0	-3	0
CC(C)CCn1c(Cl)nc2c1c(=O)n(C)c(=O)n2C
→ -3	6	-1	5	-1	0	7	6	0
O=C(CN1C(=O)CC(c2ccccc2)S(=O)(=O)c2ccccc21)NC1CCCC1 (configuration not stated)
→ -6	9	0	5	-2	4	19	7	-2
CCCCOc1ccccc1-c1ccccc1CN1[C@@H](C(C)C)COCCS1(=O)=O
→ -1	4	9	3	.	.	.	.	.
Cn1nc(-c2ccc(OCC(N)=O)cc2)c2ccccc2c1=O
→ -10	-2	7	4	-1	2	2	0	-1
CCN[C@H]1CN(CCCOC)S(=O)(=O)c2sc(S(N)(=O)=O)cc21
→ 0	6	-1	-3	4	-2	6	1	-5
CC(O)[C@H]1CC[C@H]2[C@@H]3CC[C@H]4C[C@@H](O)CC[C@]4(C)[C@H]3/C(=N/O)C[C@]12C (some centres not stated)
→ 1	3	4	-1	2	1	-3	8	0
COc1ccc(NC(=O)C23CC4CC(C2)CC(n2cnc(Br)n2)(C4)C3)c(OC)c1
→ -1	5	5	4	-4	5	3	4	4

Remaining list, next part:
Values in the order: PAD4 FP inh	PAFAH1B3 inh	pPAFAH FP inh	PAFAH1B2 FP inh	GSTO1 counter	LYPLA1 counter	PREPL inh	LYPLA2 counter	PME-1 inh
Cc1ccc(NC(=O)CCSc2ccccn2)cc1
→ -4	2	2	-1	0	1	-4	0	2
CC(=O)N/N=c1\sc2ccccc2n1C
→ 1	1	4	1	2	-3	1	-4	-2
CN(C)c1nc(-c2ccccc2)c2cnn(Cc3ccccc3)c2n1
→ -1	-1	7	2	0	-2	7	-3	5
O=C(NC(=S)Nc1ccc2oc(=O)ccc2c1)c1cc2ccccc2o1
→ 0	-2	3	4	-5	-1	-8	4	1
CCN(CC)S(=O)(=O)c1ccc(-c2nnc(SCC(=O)Nc3ccc4c(c3)OCO4)o2)cc1
→ 0	7	-3	-2	15	-2	26	3	-1
CCOC(=O)c1csc(NC(=O)CSc2nnnn2-c2ccc(OC)cc2)n1
→ 3	5	0	9	2	-2	-43	8	-4
O=S(=O)(NCc1cccnc1)c1ccc(Cl)s1
→ 1	10	5	7	9	0	13	4	1
O=C(NCn1ccc(=O)[nH]c1=S)c1ccccc1
→ 3	0	4	-2	4	-3	1	3	-3
COc1ccc(S(=O)(=O)N(CC(=O)NCc2ccncc2)c2ccc(C)cc2)cc1OC
→ 1	14	5	5	-1	3	-2	2	4
CC1(C)NC(=O)N(CCCCOc2ccc(Br)cc2Cl)C1=O
→ 1	7	3	24*	2	-2	5	1	6
CSc1ccc(CN(C)C(=O)CSCC(=O)Nc2cc(C)on2)cc1
→ -1	5	3	4	2	5	2	5	3
Cc1cc(Cl)c2oc(C(=O)N(C)CC3CCOCC3)c(C)c2c1
→ 5	-3	4	-5	-5	-4	14	0	5
COc1ccc(S(=O)(=O)NCc2ccccn2)cc1NC(=O)c1ccccc1C
→ 1	4	1	-2	5	0	0	-9	2
O=C(c1cccc(S(=O)(=O)N2CCCC2)c1)c1cccc(S(=O)(=O)N2CCCC2)c1
→ -2	1	5	3	6	2	6	6	10
Cc1ccc2nc(N3CCN(C(=O)c4ccco4)CC3)sc2c1
→ -5	4	4	4	-3	1	10	0	5
CC(=C/c1ccc(C(C)C)cc1)/C=N/NC(=O)c1ccncc1
→ -1	-6	7	7	-9	-2	-2	7	-5
C=C[C@@H]1c2cccc(C)c2N(S(=O)(=O)c2ccc(C)cc2)[C@H](c2ccccc2)C1(C#N)S(=O)(=O)c1ccccc1 (some centres not stated)
→ -2	-2	-2	-3	.	.	-1	.	.
Cc1ccc(-c2ccc(C#N)c(=O)n2CC(=O)N(C)C)cc1
→ 2	8	-1	0	-1	1	12	8	-6
Cc1cc(OCC(=O)Nc2ncn[nH]2)ccc1Cl
→ -2	2	4	6	.	0	-2	5	-7
O=C(NCc1ccccc1)c1ccc(S(=O)(=O)N2CCCC2)cc1
→ -2	5	6	-1	0	-1	7	2	4
Cc1ccc(S(=O)(=O)N2CCC(C(=O)O)CC2)cc1C(=O)O
→ -1	1	1	-1	3	-1	-6	-2	-1
CCOc1ccc(S(=O)(=O)/N=C(/Nc2ccc(S(N)(=O)=O)cc2)c2ccccc2)cc1
→ 0	9	4	7	.	.	6	.	.

Bioassay records (PubChem BioAssay)
